CF NFkB block: inhibitors of PAF-induced NF-kB signaling, primary screen, cell-based, GFP fluorescence, uHTS | KKLEB NF-kB-GFP reporter, GFP fluorescence overnight | inhibition, % at 5 µM | 360,000 compounds, 0.86% hits | AID 588850, 2011;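 active means at least 50% inhibition at 5 µM, scaled per plate between neutral and stimulator controls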;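 further: PAF is a Pseudomonas aeruginosa culture filtrate used as stimulus; plate controls were PAF-stimulated DMSO wells for no effect and unstimulated DMSO wells for full effect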
SRC3 inh: SRC3 coactivator transcriptional activity inhibitors, primary screen, cell-based, luminescence | Nuclear receptor coactivator 3 (Homo sapiens), Q9Y6Q9 | HEK293 GAL4-SRC3 luciferase reporter | inhibition, % at 3.6 µM | 360,000 compounds, 0.17% hits | AID 588352, 2011;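 active means inhibition above a per-campaign cutoff, the mean of all compounds plus 3 SD, cut at about 60% in these data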;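 further: 0% = DMSO-treated cells and 100% = gossypol-treated cells at 36 µM; higher means less SRC3-driven luciferase light from the GAL4 reporter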
KKLEB cytotox: cytotoxicity in KKLEB CF airway cells, primary screen, cytotoxicity control for CF NF-kB inhibitor project, cell-based, uHTS, fluorescence assay plates | KKLEB CF airway cells viability, ATPlite luminescence, overnight; active compounds read low; cells stimulated with P. aeruginosa culture filtrate | 360,000 compounds, 0.36% hits | AID 602141, 2011 | activity change (cytotoxicity), % at 5 µM;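 active means corrected activity change at or below -50% at 5 µM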
NR2F2 inh: NR2F2 transcriptional activity inhibitors, primary screen, cell-based, luciferase reporter, HEK293T, luminescence. COUP transcription factor 2 (Homo sapiens), P24468. inhibition, % at 8.6 µM. HEK293T NGFI-A luciferase reporter. 370,000 compounds, 0.7% hits;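 active means inhibition above a per-plate cutoff, mean inhibition of test wells between control levels plus 3 SD, cut at about 38% in these data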;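 further: cells cotransfected with COUP-TFII expression vector driving the NGFI-A reporter; 0% = median of COUP-TF2 test wells and 100% = reporter-only cells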
LMP1 NFkB inh: EBV LMP1-driven NF-kappaB luciferase reporter inhibitors, primary screen, cell-based, luminescence, single point. LMP1-induced NF-kappaB luciferase reporter cells. inhibition, % at 12.5 µM. 350,000 compounds, 0.69% hits; in the data active means inhibition above about 41%;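 further: 0% = neutral control wells and 100% = reference inhibitor control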
NCOA2 inhibitor: inhibition of GAL4-SRC2 driven luciferase reporter, primary screen, SRC2 inhibitor project, cell-based, luminescence; 370,000 compounds, 0.17% hits; HEK293 GAL4-SRC2 luciferase reporter; AID 651957, 2012; inhibition, % at 9 µM; Nuclear receptor coactivator 2 (Homo sapiens), Q15596;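 active means inhibition above the mean inhibition of all tested compounds plus 3 SD, set per campaign, cut at about 52% in these data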;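 further: 0% = DMSO treated cells and 100% = cells given Gossypol at 36 µM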
Target sequence (Q15596 whole entry, looked up, the tested form may be a part): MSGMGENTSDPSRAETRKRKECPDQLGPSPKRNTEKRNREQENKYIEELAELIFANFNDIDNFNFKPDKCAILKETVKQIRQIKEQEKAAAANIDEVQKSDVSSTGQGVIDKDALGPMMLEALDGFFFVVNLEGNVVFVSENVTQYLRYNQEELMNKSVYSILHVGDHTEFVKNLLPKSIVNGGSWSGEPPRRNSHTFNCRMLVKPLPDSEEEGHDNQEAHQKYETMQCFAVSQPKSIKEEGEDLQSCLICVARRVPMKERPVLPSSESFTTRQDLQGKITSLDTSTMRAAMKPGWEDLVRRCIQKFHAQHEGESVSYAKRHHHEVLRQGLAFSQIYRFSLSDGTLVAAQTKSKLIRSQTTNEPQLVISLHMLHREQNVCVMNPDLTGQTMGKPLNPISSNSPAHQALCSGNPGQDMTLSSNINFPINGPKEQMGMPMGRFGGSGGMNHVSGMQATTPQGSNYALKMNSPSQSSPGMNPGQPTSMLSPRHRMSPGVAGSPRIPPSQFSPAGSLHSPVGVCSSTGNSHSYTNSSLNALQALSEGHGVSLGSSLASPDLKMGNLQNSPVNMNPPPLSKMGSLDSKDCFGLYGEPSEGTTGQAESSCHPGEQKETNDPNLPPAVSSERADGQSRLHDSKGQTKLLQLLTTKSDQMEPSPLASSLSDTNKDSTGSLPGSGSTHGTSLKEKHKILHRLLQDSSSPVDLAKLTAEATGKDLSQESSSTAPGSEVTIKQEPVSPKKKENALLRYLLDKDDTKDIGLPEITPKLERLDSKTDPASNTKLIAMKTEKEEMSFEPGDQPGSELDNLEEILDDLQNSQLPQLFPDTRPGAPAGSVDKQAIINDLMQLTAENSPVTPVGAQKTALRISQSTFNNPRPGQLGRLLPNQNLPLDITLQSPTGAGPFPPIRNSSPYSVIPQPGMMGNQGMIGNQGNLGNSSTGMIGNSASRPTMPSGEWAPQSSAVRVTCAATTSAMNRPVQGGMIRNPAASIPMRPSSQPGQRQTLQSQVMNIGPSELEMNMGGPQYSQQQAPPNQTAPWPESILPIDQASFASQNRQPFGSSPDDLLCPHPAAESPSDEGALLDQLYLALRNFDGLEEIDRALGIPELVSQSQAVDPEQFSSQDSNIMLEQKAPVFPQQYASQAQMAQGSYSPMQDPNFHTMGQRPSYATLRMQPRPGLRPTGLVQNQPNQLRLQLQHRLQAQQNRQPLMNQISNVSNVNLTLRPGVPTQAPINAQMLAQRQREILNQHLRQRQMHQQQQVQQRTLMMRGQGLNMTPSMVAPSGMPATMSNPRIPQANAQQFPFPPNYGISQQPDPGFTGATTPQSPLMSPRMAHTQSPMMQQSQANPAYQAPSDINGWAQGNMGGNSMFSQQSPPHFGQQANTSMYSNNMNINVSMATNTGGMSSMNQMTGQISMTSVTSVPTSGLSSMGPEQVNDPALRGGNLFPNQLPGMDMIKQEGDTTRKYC
NCOA1 inh: SRC1 coactivator transcriptional activity inhibitors, primary screen, cell-based, luminescence; Nuclear receptor coactivator 1 (Homo sapiens), Q15788; HEK293 GAL4-SRC1 luciferase reporter; inhibition, % at 3.6 µM; 360,000 compounds, 0.12% hits; AID 588354, 2011;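 active means inhibition above the campaign mean plus 3 SD, with each screening campaign given its own cutoff, cut at about 60% in these data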;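 further: 0% = DMSO treated cells and 100% = gossypol at 36 µM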
TWEAK Fn14 block: inhibitors of TWEAK-Fn14 signaling, primary screen, luciferase reporter cells, uHTS; TWEAK-stimulated Fn14 reporter cells, luciferase luminescence, 8 h; inhibition, % at 10 µM; 360,000 compounds, 2% hits; in the data active means inhibition above about 50%
TRAIL sens C8: viability loss with TRAIL in NB7+C8 cells, primary screen, TRAIL sensitizer project, cell-based, ATPlite luminescence. inhibition (viability loss, TRAIL sensitization), % at 10 µM. 360,000 compounds, 1% hits;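 active means compounds causing at least 50% loss of cell viability in the single-dose screen, relative to plate controls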
TROY signal inh: inhibitors of TROY-driven NF-kB signaling, primary screen, Q293 LMP1-TROYcd cells, NF-kB luciferase, uHTS. inhibition, % at 10 µM. 360,000 compounds, 0.98% hits. AID 1347056, 2019. Q293 LMP1-TROYcd NF-kB luciferase reporter, 4 h;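 active means compounds whose plate-normalised and pattern-corrected inhibition of the luciferase reporter signal at the single screening dose is 50% or more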
LRH-1 inv ag: LRH-1 (NR5A2) inverse agonists, primary screen, cell-based, luminescence, HEK293T, StAR-luciferase reporter | Nuclear receptor subfamily 5 group A member 2 (Homo sapiens), O00482 | LRH-1 transfected, 24 h | inhibition, % at 3.6 µM | 360,000 compounds, 0.13% hits | AID 602396, 2012;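 active means inhibition above the mean inhibition of all tested compounds plus 3 SD, cut at about 73% in these data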;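 further: 0% = DMSO wells and 100% = reporter-only cells lacking LRH-1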
Starred values were filed as active, the others as inactive; . = no result given.

SMILES	CF NFkB block	SRC3 inh	KKLEB cytotox	NR2F2 inh	LMP1 NFkB inh	NCOA2 inhibitor	NCOA1 inh	TWEAK Fn14 block	TRAIL sens C8	TROY signal inh	LRH-1 inv ag
Cc1ccc(C(C(=O)NC2CCCCC2)N(Cc2cccnc2)C(=O)c2csnn2)cc1 (centres undefined)	-4	-10	1	6	-13	16	-2	92*	-16	11	-10
COc1ccc(N(CC(=O)NCc2ccccc2)C(=O)CCC(=O)Nc2cc(C)ccn2)c(OC)c1	-14	10	5	5	-3	6	7	-6	-17	3	5
CNC(=S)NCc1ccc2[nH]c3c(c2c1)CCCC3	-7	6	11	-20	-2	5	1	-10	-8	-3	7
COC(=O)/C=C1\S/C(=N/N=C/c2ccco2)NC1=O	6	13	4	5	-4	-4	-3	1	15	-9	4
C[C@@H]1CN([C@H](C)CO)C(=O)c2cc(Br)cnc2O[C@H]1CN(C)C(=O)CC1CC1	8	16	-8	-3	-1	-1	-2	16	-10	1	-6
CCn1c(CSc2nc(C)cc(C)n2)nnc1SCC(=O)Nc1cccc2ccccc12	0	-1	6	12	-27	-6	-2	1	14	-27	20
CC(C)(C)C(=O)Nc1ccc(C(=O)Nc2cccc(Oc3ccc(C(=O)O)c(C(=O)O)c3)c2)cc1	-6	-9	2	-1	16	-9	-46	16	30	4	-10
CCCNC(=O)c1ccc(N2CCC3(CC2)CC(c2cccc(Br)c2)=NO3)c(N)c1	21	-46	-22	19	34	-16	-5	6	12	22	-9
COc1ccc(Nc2ncc(C#N)c(N)n2)c(OC)c1	-9	12	4	-31	7	1	-27	10	-2	-53	-17
CN(C)C(=O)c1ccc(-c2cc(C(F)(F)F)n(C)n2)s1	1	9	5	0	2	-9	-1	1	11	7	-9
Cc1c(C(=O)NCc2ccccc2)oc2c1C(=O)CCC2	-1	2	6	11	-3	-30	-4	-18	1	0	0
O=C(CSc1ccc(-c2cccnc2)nn1)c1ccc([N+](=O)[O-])cc1	-8	14	7	11	5	14	9	-29	-2	3	8

Five of the compounds above, with values under each structure:
Results follow in this order: CF NFkB block, SRC3 inh, KKLEB cytotox, NR2F2 inh, LMP1 NFkB inh, NCOA2 inhibitor, NCOA1 inh, TWEAK Fn14 block, TRAIL sens C8, TROY signal inh, LRH-1 inv ag
CC(C)(C)C(=O)Nc1ccc(C(=O)Nc2cccc(Oc3ccc(C(=O)O)c(C(=O)O)c3)c2)cc1
    -6, -9, 2, -1, 16, -9, -46, 16, 30, 4, -10
CCCNC(=O)c1ccc(N2CCC3(CC2)CC(c2cccc(Br)c2)=NO3)c(N)c1
    21, -46, -22, 19, 34, -16, -5, 6, 12, 22, -9
COc1ccc(Nc2ncc(C#N)c(N)n2)c(OC)c1
    -9, 12, 4, -31, 7, 1, -27, 10, -2, -53, -17
CN(C)C(=O)c1ccc(-c2cc(C(F)(F)F)n(C)n2)s1
    1, 9, 5, 0, 2, -9, -1, 1, 11, 7, -9
Cc1c(C(=O)NCc2ccccc2)oc2c1C(=O)CCC2
    -1, 2, 6, 11, -3, -30, -4, -18, 1, 0, 0

Going on with the list.
SMILES	CF NFkB block	SRC3 inh	KKLEB cytotox	NR2F2 inh	LMP1 NFkB inh	NCOA2 inhibitor	NCOA1 inh	TWEAK Fn14 block	TRAIL sens C8	TROY signal inh	LRH-1 inv ag
Oc1csc(Cc2nc(-c3ccccc3F)cs2)n1	-34	-52	8	-24	-18	-130	-70	-48	0	-1	-77
Cc1ccc(Cl)cc1NC(=O)C1CC(=O)Nc2ncnn21 (centres undefined)	-30	15	8	-1	-4	-7	-16	-16	2	4	-5
Cc1csc2nc(O)c(C(=O)NCCN3CCOCC3)c(=O)n12	9	-8	-10	4	-2	-26	-3	2	4	17	1
CCc1ccc(NC(=O)CSc2nnc(CNC(=O)c3cccs3)o2)cc1	-1	4	-1	-1	-2	9	-1	-10	-7	-12	-3
O=C(Nc1ccc(-c2cn3ccsc3n2)cc1)C1CCCC1	0	-58	-16	-39	-8	-41	-99	0	79*	-44	-110
Cc1nc(-c2ccncc2)sc1C(=O)Nc1ccc(Br)cc1	-8	6	-4	-7	-4	9	3	0	0	6	-6
O=C(OCC(=O)c1ccc[nH]1)c1ccc(C(F)(F)F)cc1	-31	-1	20	5	-2	-5	-28	15	-12	-57	22
Cc1occc1-c1nnc(SCC(=O)Nc2ccccc2)n1C	17	15	-2	-5	-1	-15	-8	-12	-3	-3	8
COC(=O)C1(C(=O)OC)Sc2ccccc2C1=O	13	-10	-2	-10	-2	-1	-23	-28	-14	5	4
Cc1ccc(NC(=O)COC(=O)C2(c3ccc(Cl)cc3)CCCC2)cc1	10	16	1	6	-8	5	-2	28	-4	5	-28
Cn1cccc1Cc1nnc(SCC(=O)NC2CCCCC2)n1CCc1ccccc1	-11	15	5	7	2	-2	-11	-19	1	-11	15
Cc1ccc(-n2c(C)cc(C(=O)CSc3nncs3)c2C)cc1	7	-78	-29	14	-33	-22	-135	0	36	5	-122
Fc1ccc(-c2onc3ccc(C4OCCO4)cc23)cc1	0	19	1	9	-1	8	-3	25	-18	-23	-16
CCOC(=O)N1CCC(NC(=O)CSCc2nc(-c3ccc(OC)c(OC)c3)oc2C)CC1	1	12	7	-5	8	-6	-26	0	-13	6	-6
Cc1nc2cc(OCc3cc(C(=O)NC(C)c4cn(C)nc4C)no3)ccc2s1 (centres undefined)	-8	2	-4	1	0	-10	-8	-1	3	7	-3
O=C(OCCOc1cccc(Cl)c1)c1cc(S(=O)(=O)N2CCCCC2)ccc1N1CCOCC1	21	19	-17	15	6	13	-27	22	20	4	-13
O=[N+]([O-])c1ccc(COc2cccc(CN3CCCCC3)c2)cc1	-18	-12	3	2	-3	16	-16	0	8	-1	-5
O=C1CC(NNC(=O)c2ccccc2)C(=O)N1 (centres undefined)	12	13	-3	5	1	5	-6	16	12	-5	-25
CCOC(=O)c1cnc2c(OC)cccc2c1N1CCN(c2ccc(OC)cc2)CC1	-2	-7	13	11	5	-7	-4	-9	0	6	-8
Cc1n[nH]c(C)c1S(=O)(=O)N(CC(=O)Nc1ccc2c(c1)OCCO2)c1ccc(C(C)C)cc1	2	7	13	4	21	-8	3	46	-2	13	-3
CC(C)(C)NC(=O)Cn1c(=O)oc2cc(S(=O)(=O)N3CCc4ccccc43)ccc21	-12	8	-10	6	7	-13	3	21	-2	-2	-4
CN(CC(=O)Nc1ccc(F)cc1)C(=O)COc1ccccc1Cc1ccccc1	20	24	-28	21	-16	15	-8	1	-3	-17	10
O=C(CCS(=O)(=O)c1ccc(Cl)cc1)Nc1ccccc1Br	14	-18	-2	-9	6	-2	-2	3	-40	-20	11
O=C(O)c1cn(-c2ccccc2)nc1-c1cccnc1	2	-2	-1	-7	2	-32	5	-5	-2	-12	17

With a hit mark in TWEAK Fn14 block, of those listed so far:
compound	CF NFkB block	SRC3 inh	NR2F2 inh	LMP1 NFkB inh	NCOA2 inhibitor	NCOA1 inh	TWEAK Fn14 block	LRH-1 inv ag
Cc1ccc(C(C(=O)NC2CCCCC2)N(Cc2cccnc2)C(=O)c2csnn2)cc1 (centres undefined)	-4	-10	6	-13	16	-2	92*	-10

The results go on.
SMILES	CF NFkB block	SRC3 inh	KKLEB cytotox	NR2F2 inh	LMP1 NFkB inh	NCOA2 inhibitor	NCOA1 inh	TWEAK Fn14 block	TRAIL sens C8	TROY signal inh	LRH-1 inv ag
O=C(Nc1ccc(Cl)cc1)C(c1ccccc1)N1CCOCC1 (centres undefined)	9	5	7	10	4	10	6	0	2	-39	3
C=CCOc1ccc(C2NC(=O)c3ccccc3O2)cc1 (centres undefined)	-11	-4	10	13	-3	-18	4	-5	-10	-23	-2
O=S(=O)(/N=S1\CC=CCN1S(=O)(=O)c1ccccc1)c1ccccc1 (centres undefined)	4	-5	-12	0	-4	14	-19	18	-7	16	26
O=C(Nc1nc(-c2cc(F)ccc2F)cs1)C1=COCCO1	-34	-35	3	-42	-20	-26	-45	-18	6	-56	-64
N#Cc1cccnc1Nc1ccc(Cl)cc1	-12	-2	3	-7	-10	-11	-21	8	0	-25	9
Cc1ccc(C(=O)N/C(=C\c2cn(C)c3ccccc23)C(=O)N2CCN(C)CC2)cc1	-16	3	-2	14	1	-1	1	3	12	-14	-14
C=C(C)Cn1c(COc2ccccc2)nnc1SCC(=O)O	1	5	-19	10	-5	-24	-1	-1	11	8	5
CCc1sc(C(=O)NCCc2ccc(S(N)(=O)=O)cc2)cc1Br	-8	8	5	-3	-7	8	2	-11	-2	11	7
Cc1cc(C)nc(SCc2cc(=O)c(OC(=O)c3ccc(S(=O)(=O)N4CCCC4)cc3)co2)n1	14	0	5	-1	0	1	6	25	3	29	-26
Cc1ccc(NC(=O)c2ccco2)c([N+](=O)[O-])c1	-2	-45	4	-50	-25	-88	-29	-25	0	-20	-66
COCCCNC(=O)C1CCC(CNS(=O)(=O)c2ccc3c(c2)N(C(C)=O)CCO3)CC1 (centres undefined)	2	13	-6	-1	.	-7	6	-8	-16	-10	4
CCOC(=O)C1CCCN(c2c(NCCc3ccc(Cl)cc3)c(=O)c2=O)C1 (centres undefined)	29	5	2	6	3	-45	-27	-6	-8	-9	12
CCOC(=O)CC1C(=O)NCCN1C(=O)c1cccc(C(F)(F)F)c1 (centres undefined)	10	7	-4	6	-25	-24	4	-8	6	7	4
CSc1nnc(SCC#N)s1	-10	6	0	-7	.	6	-3	17	-2	5	-1
COc1cccc(CCC(=O)Nc2cc3c(cc2C(=O)O)OCCCO3)c1OC	2	4	2	-1	-1	-20	9	-4	1	-6	-5
CCc1ccc(N2CC(C(=O)N/N=C/c3cccc([N+](=O)[O-])c3)CC2=O)cc1 (centres undefined)	-8	-11	-2	6	-1	12	8	-27	-10	-9	6
O=C(NC1CCCCCC1)c1ccc(CN2CCOCC2)cc1	0	-64	0	-18	-17	-42	-66	-13	-1	-44	-85
CCCCOC(=O)C1CN(c2ccccc2)N=C1C(=O)OCC (centres undefined)	-15	6	-5	13	3	-6	8	15	-11	13	-4
COc1cccc(-c2sc3ccc(OC)cc3c2C#CC(C)(C)O)c1	10	8	-10	-1	-21	-19	-4	5	7	-5	18
CS(=O)(=O)c1ccc2nc(NC(=O)c3cc4ccccc4o3)sc2c1	6	-70	10	-5	-11	-44	-32	-36	31	-32	-10
